HIV RNase H inh = blocks HIV-1 RNase H cleavage of RNA/DNA duplex; P04585; RT-RNase H RNA/DNA duplex cleavage, fluorescence; inhibition, % at 10 µM; hit rate 1.9% among 65,000; AID 565; in the data active means inhibition above about 50%
RmlC RmlD mix = mixture blocks RmlC and RmlD coupled enzyme activity; RmlC/RmlD coupled enzyme inhibition, 384-well mixture HTS; inhibition, % at 5.5 µM; hit rate 0.39% among 110,000; in the data active means inhibition above about 30%, passing the limit was not always enough; further: strong numbers were not always called active
Numbers without * were called inactive; · = not tested or not shown. Only part of the results is shown; rates above refer to the full screens.

The line under a structure holds: RmlC RmlD mix	HIV RNase H inh
CC1CCCCN1C(=O)CN1C(=O)CN(C)C(=O)c2ccccc21 (centres undefined)
    -8	1
Cc1ccc(OCC(O)CN2CCN(CC(O)COC(C)C)CC2)c(C(C)(C)C)c1 (centres undefined)
    -8	5
NC(=O)c1cc2ccc(O)cc2oc1=NCc1ccccc1
    -8	-1
Brc1ccc(-c2noc3c2-c2nc(C4CCCCC4)sc2CC3)cc1
    -16	·
Cc1cc(CNC(=O)C2(C(F)(F)F)C/C(=C\Cc3ccccc3)CCCO2)nn1C (centres undefined)
    1	·
CCN(Cc1ccccc1)C(=O)COc1cc(=O)n(CC)c2ccccc12
    8	·
O=C(CCC1CCCCC1)NCc1cccs1
    6	·
COC(=O)C1CCN(S(C)(=O)=O)CC1
    9	-8
COc1ccc(C)cc1S(=O)(=O)N1CCC(C(=O)NCCC2=CCCCC2)CC1
    -13	·
COc1ccc(CCNC(=O)c2cc3ccccn3n2)c(OC)c1OC
    10	-11
COCCNc1ncnc2c1cnn2-c1ccc(Cl)cc1
    -27	-6
CC12CCC(C(=O)NCCCn3ccnc3)(OC1=O)C2(C)C (centres undefined)
    -5	23
Cc1cc(C#N)c(C)c(SCc2[nH]nc3c2C(c2ccccc2)C(C#N)=C(N)O3)n1 (centres undefined)
    38	·
O=C(COC(=O)CSc1nnc(-c2ccc(Cl)cc2)o1)NCc1ccc2c(c1)OCO2
    -16	-1
CC1CCN(C(=S)c2ccc3c(c2)OCO3)CC1
    6	·
COc1cc(OC)cc(C(=O)NCCSCc2ccco2)c1
    -10	4
O=C(CSc1ncnc2c1oc1ccccc12)c1cccs1
    ·	9
CCOc1ccc2nc(N3CCCN(C(=O)Nc4ccccc4C)CC3)c(C#N)cc2c1
    -16	22
Cc1ccc(SCCNC(=O)C(CO)(CO)CO)cc1
    6	-2
CN1c2ccccc2C(O)=C(C(=O)Nc2ccccc2)S1(=O)=O
    7	·
CCn1cc(C(=O)N=c2sc3ccccc3n2C)c(=O)c2ccc(C)nc21
    ·	-16
O=C(C1CCC(C(=O)N2CCCC2)CC1)N1CCCC1 (centres undefined)
    ·	-18
CNC(=O)/C(C#N)=c1\s/c(=C/C(=O)OC)c(=O)n1-c1ccccc1
    -3	·
CCSc1nc2nc(C)cc(C)n2n1
    4	0
C=CCSc1nnc(-c2ccccc2N=Cc2c(C)[nH]n(-c3ccccc3)c2=O)c(=O)[nH]1
    11	·
O=C(c1ccc(S(=O)(=O)N2CCCC2)cc1)N1CCCc2ccccc21
    -16	0
Cc1ccc(-n2nnc3c(=O)n(CC(=O)NCC4CCCO4)cnc32)cc1 (centres undefined)
    -8	1
CCCC(=O)OCC(=O)Nc1cc(C(C)(C)C)nn1-c1ccccc1
    105	-3
Cc1cccc(Nc2nc(N3CCCCC3)nc(N3CCCCC3)n2)c1
    -10	·
COc1cc(O)c(C(CCN2CCN(c3ccccc3)CC2)c2ccc3c(c2)OCO3)c(OC)c1 (centres undefined)
    -4	·
O=C(O)c1cccc(N2C(=O)CSC2c2c(F)cccc2Cl)c1 (centres undefined)
    2	-7
CC(C)OCCCN1C(=O)c2ccccc2C1C(=O)NC1CCCCC1 (centres undefined)
    14	-3
CCOC(=O)c1c(-c2ccsc2)csc1N
    50	-15
COC(=O)c1ccc(-n2nnnc2SC)cc1
    -15	·
Cn1c(CN2CCCC2)nc2cc(NC(=O)COc3ccc(Cl)cc3)ccc21
    16	-5
O=C(CCCCCn1c(=O)[nH]c2ccsc2c1=O)N1CCN(C2CCCCC2)CC1
    17	-3
Cc1ccc2oc(=O)n(CC(=O)O)c2c1
    -2	-7
CS(=O)(=O)NCCSCc1c(F)cccc1Cl
    -10	-13
Cc1nc2ccccc2n1CC(O)Cn1c2ccccc2c2ccccc21 (centres undefined)
    7	·
CCCC[n+]1ccn(-c2nc3ccccc3nc2[N-]S(=O)(=O)c2ccccc2)c1
    14	·
CCOc1cccc2cc(-c3nnc(NCc4ccco4)s3)c(=O)oc12
    15	16
COc1ccc(C(=O)N2CCC(C(=O)Nc3ccc4c(c3)OCCO4)CC2)cc1
    -7	·
O=C(Cn1cccc1)N1CCN(C(c2ccccc2)c2ccccc2)CC1
    -11	-21
COc1ccccc1-n1c(=O)oc2ccc(Cl)cc2c1=O
    -11	-7
CS(=O)(=O)c1ccc(CNC(=O)C2(C(F)(F)F)C/C(=C/CCO)CCCO2)cc1 (centres undefined)
    -5	·

Reformatted as tab-separated lines: entries from further up.
Structure	RmlC RmlD mix	HIV RNase H inh
CS(=O)(=O)c1ccc(CNC(=O)C2(C(F)(F)F)C/C(=C/CCO)CCCO2)cc1 (centres undefined)	-5	·
CS(=O)(=O)NCCSCc1c(F)cccc1Cl	-10	-13
O=C(Cn1cccc1)N1CCN(C(c2ccccc2)c2ccccc2)CC1	-11	-21

Four entries from above in a different format:
smiles,RmlC RmlD mix,HIV RNase H inh
O=C(CCCCCn1c(=O)[nH]c2ccsc2c1=O)N1CCN(C2CCCCC2)CC1,17,-3
O=C(O)c1cccc(N2C(=O)CSC2c2c(F)cccc2Cl)c1 (centres undefined),2,-7
CCCC[n+]1ccn(-c2nc3ccccc3nc2[N-]S(=O)(=O)c2ccccc2)c1,14,·
CCOC(=O)c1c(-c2ccsc2)csc1N,50,-15

Other structures:
The line under a structure holds: RmlC RmlD mix	HIV RNase H inh
CC(C)(C)NS(=O)(=O)c1ccc2nc(NC(=O)Cc3cccs3)sc2c1
    -5	15
O=C(Nc1c(Cl)cccc1Cl)C1CCC1
    9	2
Cc1nc(NC(=O)CC(C)C)sc1-c1csc(Nc2ccc(Cl)cc2)n1
    1	·
Cc1ccc(CS(=O)(=O)c2ccccc2-c2nnc(-c3ccc(Cl)cc3)o2)cc1
    -10	·
Cc1cc(C)n2nc(C(=O)Nc3ccc(S(=O)(=O)N4CCCCC4)cc3)nc2n1
    9	·
Cc1cccc(N=C(N2CCOCC2)P(=O)(N2CCOCC2)N2CCOCC2)c1
    -8	-3
COc1cc(-c2nnc(-c3ccc(S(=O)(=O)c4ccccc4)cc3)o2)cc(OC)c1OC
    -3	0
Cc1cccc(NC(=O)CNc2cc(C)ccc2C)c1
    21	2
Cc1nnc(-c2ccccc2)c[n+]1[O-]
    -2	-1
Cc1ccc(N(C(=O)Cn2nnc(-c3ccc(F)cc3)n2)C(CC(C)C)C(=O)NCC2CCCO2)cc1 (centres undefined)
    -10	·
CCC1=C(OC(=O)N(CC)CC)N2C(=O)OC(=NCC(=O)OC)[C@]2(Cc2ccccc2)[C@H]2C1=CC[C@H]1C(=O)NC(=O)[C@H]12
    -11	·
O=C(CC(SCCO)c1ccc(F)cc1)c1ccco1 (centres undefined)
    -11	-20
NC(=O)c1ccsc1NC(=O)c1ccc(S(=O)(=O)N2CCCCC2)cc1
    9	0
O=C(Cn1nnc(-c2cccc(C(F)(F)F)c2)n1)NC1CCCC1
    5	-12
Cc1ccc(NC(=O)/C(=C\c2cccnc2)NC(=O)c2ccco2)cc1
    10	·
Cc1cc(C)n2nc(SCc3nnc(SCc4ccccc4C)s3)nc2n1
    3	·
Clc1ccc(CSc2ncn(-c3ccccc3)n2)cc1
    -12	·
CC(=O)c1cccc(NC(=O)c2ccc(NS(C)(=O)=O)cc2)c1
    -8	-3
CC([NH2+][O-])C(C)(C)NO (centres undefined)
    -2	·
COc1ccc(NC(=O)CSc2nc3c(c(=O)[nH]2)CCC3)cc1OC
    -94	-22
COC(=O)CCC(=O)Nc1ccc(C)cc1OC(=O)CCC(=O)OC
    -5	13
CCCCc1cn([C@@H](CCCCNC(=O)OC(C)(C)C)C(=O)N2CCN(C(=O)OC(C)(C)C)CC2)nn1
    -12	·
COc1ccc(NC(=O)CSc2nnc(-c3ccccn3)n2N)cc1
    -2	-1
COc1cccc(C(=O)N(Cc2ccco2)Cc2cc3cccc(C)c3[nH]c2=O)c1
    7	3
Cc1cccc(NC(=O)C2CCCN(C(=O)Nc3ccccc3)C2)c1C (centres undefined)
    -9	-1
CN(C)c1nc(OCC(=O)NC(C)(C)C)nc(N(C)C)n1
    -60	-10
Cc1cc(C)nc(Sc2nc(C)nc3c2oc2ccccc23)n1
    17	-10
CCCCNC(=O)C1c2cc(OC)c(OC)cc2C(=O)N(C)C1c1ccc(OC)cc1 (centres undefined)
    4	-7
CC(NC(=O)C1CCCN(C(=O)N(C)C)C1)c1ccccc1 (centres undefined)
    27	·
CCOc1ccc(NC(=O)CNc2ccc(C)cc2Cl)cc1
    -2	·
CCc1ccc(-c2nc(CN3CCCC(C(=O)NCCc4ccc(OC)c(OC)c4)C3)c(C)o2)cc1 (centres undefined)
    -12	15
C=CCC1(CN2CCCCCC2=O)C(=O)NC(=O)NC1=O
    -9	-13
CN(C)c1ccc(C(=O)n2nnc3ccccc32)cc1
    -28	·
COC(=O)CCCCC1SCC(NC(=O)OC)C1NC(=O)OC (centres undefined)
    7	-13
COc1ccccc1CNC(=O)C1CCN(S(C)(=O)=O)CC1
    0	-2
COc1ccccc1Nc1nc(N2CCCC2)nc(N2CCOCC2)n1
    -14	·
COC(=O)CSc1nc(C(C)C)nc2ccccc12
    19	-5
O=C(Cn1c(-c2ccc(Cl)cc2)noc1=O)N1CCN(c2ccccc2F)CC1
    7	5
CCC(C)(C)NC(=O)C(c1cccn1C)N(C(=O)Cn1nnc2ccccc21)c1ccc(F)cc1 (centres undefined)
    -2	-10
O=C(O)CCCC(=O)NCCCCc1ccccc1
    -9	-4
COc1ccccc1-n1c(SCC(=O)N2CCCCC2)nnc1-c1ccccc1O
    -2	-11
CN(C(=O)c1ccc2c(=O)n3c(nc2c1)CCCCC3)c1ccccc1
    -3	-7
Cc1cc(OCC(=O)NCc2nc(-c3ccccc3)no2)c(C)cc1Br
    9	-4
CCOC(=O)CNC(=O)c1cnn2cccnc12
    8	3
CC(=O)NCC(=O)N(c1ccccc1)C1(C(=O)NC2CCCCC2)CCCCC1
    -13	-4
COc1cccc(Cn2nnc3c(=O)[nH]c(C4CCCN(C(=O)c5ccccc5Cl)C4)nc32)c1 (centres undefined)
    -4	-17
O=C1CC(c2ccccc2)n2nc(NS(=O)(=O)c3ccccc3)nc2N1 (centres undefined)
    -13	-9
O=C(Nc1ccc2c(c1)OCCO2)c1cnc2ccccn2c1=O
    13	-15
CCCn1c(=O)c2c(C(F)(F)F)cc(-c3ccco3)nc2n(CCC)c1=O
    -58	·
COC(=O)CCSc1nccn1Cc1ccccc1
    -9	-3
N#CCc1c(C#N)c(N)nc(N2CCCC2)c1C#N
    15	·
COc1ccc(-c2noc(-c3ccccc3Cl)n2)cc1OC
    -18	0
O=C(N/N=C/c1cccc([N+](=O)[O-])c1)c1ccc2nc[nH]c2c1
    3	·
O=S(=O)(Nc1ccc(N2CCCCC2)cc1)c1cccc2cccnc12
    -14	9
CCCNC(=O)c1csc2c1CCCCC2
    5	·
CCCOc1ccc(N2C(=O)CC(SC(=NC)Nc3ccc(F)cc3)C2=O)cc1 (centres undefined)
    -17	·
CSCCC(NC(=O)C1CCC(C)CC1)C(=O)NCCN1CCOCC1 (centres undefined)
    4	-19
N=c1nc(SCCC(=O)O)ss1
    28	-4
CCS(=O)(=O)c1ccc2oc(SCC(=O)NCCC3=CCCCC3)nc2c1
    4	-2
Cc1cccc(N2CC(C)Cn3c2nc2c3c(=O)n(CC(=O)OCc3ccccc3)c(=O)n2C)c1 (centres undefined)
    -10	8

Next part.
The line under a structure holds: RmlC RmlD mix	HIV RNase H inh
O=C(O)C1CSC2(c3ccc4c(c3)OCCO4)CCC(=O)N12 (centres undefined)
    -13	-8
O=[N+]([O-])c1ccc(NNC(=S)Nc2ccc(F)cc2)cc1
    -3	·
COc1ccc(C2(C(=O)Nc3ccc(C(=O)N4CCOCC4)cc3)CCOCC2)cc1
    -13	-12
CC1(C)CC(=O)C=C(Nc2ccc(S(N)(=O)=O)cc2)C1
    20	-5
CNc1csc(C)c(C)c1=O
    -13	0
Cc1nc2cc(-c3ccc(Cl)cc3)nn2c(C)c1CCC(=O)NCc1ccco1
    13	·
CC(=O)C1=C(O)C(=O)N(C2CCCCC2)C1c1ccccc1 (centres undefined)
    -36	-17
CN(C)CCN1C(=O)C(O)=C(C(=O)c2cc3ccccc3o2)C1c1ccc(N(C)C)cc1 (centres undefined)
    -12	0
CC1CCCCC1NC(=O)C1CCN(S(=O)(=O)N2CCC3(CC2)OCCO3)CC1 (centres undefined)
    -8	0
CCN(CC)c1ccc(C(=O)OCc2cc(=O)oc3cc(O)ccc23)cc1
    27	·
CCc1nnc(NC(=O)CSc2nnc(Cc3cccn3C)n2CCOC)s1
    12	-6
Cc1cc(NS(=O)(=O)c2ccc(NC(=O)NC(C)(C(F)(F)F)C(F)(F)F)cc2)no1
    7	·
Oc1ccc(-c2cn3c(n2)SCC3)cc1O
    -10	·
CC(C)CNc1nc2c(c(=O)n(C)c(=O)n2C)n1Cc1cccc(Br)c1
    -6	3
C/C(Cl)=C\Cn1c(NCCCn2ccnc2)nc2c1c(=O)n(C)c(=O)n2C
    -10	-7
CCOc1ccc(C=O)cc1CN1CCCCC1
    5	·
CN(CC(=O)NCCc1ccccc1)S(=O)(=O)c1cccs1
    -34	-23
Cc1ccc(Cn2ccc(NC(=O)c3cc4nc(-c5ccco5)cc(C(F)(F)F)n4n3)n2)cc1
    -69	·
O=C(O)CCc1ccc(-c2ccc(F)cc2)n1CC1CCCO1 (centres undefined)
    64	·
COc1cc(OC)c(OC)cc1CN1CCCC(C(=O)N2CCCCC2)C1 (centres undefined)
    -6	-3
CC1CCN(CCCCOc2ccccc2[N+](=O)[O-])CC1
    2	·
